D1 ag – agonists of human D1 dopamine receptor; 360,000 compounds, 1% hits; activation, % at 2 µM; P21728; HEK293 T-REx D1 cells, calcium flux, agonist mode; in the data active = activation above about 30%; note: 0% is about no effect
Target sequence (P21728 whole entry, looked up): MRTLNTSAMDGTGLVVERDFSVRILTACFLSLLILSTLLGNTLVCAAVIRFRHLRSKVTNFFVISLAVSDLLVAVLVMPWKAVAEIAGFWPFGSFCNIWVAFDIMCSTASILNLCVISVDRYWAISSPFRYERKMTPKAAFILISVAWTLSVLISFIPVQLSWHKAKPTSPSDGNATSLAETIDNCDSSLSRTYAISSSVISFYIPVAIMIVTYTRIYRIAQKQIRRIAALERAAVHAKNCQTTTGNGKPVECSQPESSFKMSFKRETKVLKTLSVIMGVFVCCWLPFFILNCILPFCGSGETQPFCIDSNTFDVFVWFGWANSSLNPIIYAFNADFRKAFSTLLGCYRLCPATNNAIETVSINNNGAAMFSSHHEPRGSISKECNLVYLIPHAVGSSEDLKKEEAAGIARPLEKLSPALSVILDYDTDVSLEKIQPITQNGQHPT
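Agonism was scored from calcium flux recorded over 180 s (1 read/s) after pintool compound addition, following a 10-cycle baseline. Cells were inducible force-coupled HEK293 TREx D1, plated overnight at 30 C and loaded with no-wash calcium dye.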
D1 antag – antagonists of human D1 dopamine receptor | HEK293 TREx D1 cells, calcium flux, dopamine EC80; active compounds read low | P21728 | activity change, negative = inhibition, % at 10 µM | 360,000 compounds, 3.2% hits; in the data active = activity change below about -30%; note: % is set by controls: 0 for no effect and ±100 for the full control effect
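Tetracycline-induced HEK293 T-REx cells with force-coupled D1 receptor were loaded with a no-wash calcium dye. Compound was added after a 10 s baseline and read kinetically for 180 s; EC80 dopamine was then added and calcium flux followed another 180 s.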
D1 PAM – human D1 dopamine receptor positive modulation | P21728 | HEK293 TREx D1 cells, calcium flux, dopamine EC20 potentiation | potentiation, % at 10 µM | 360,000 compounds, 0.036% hits | AID 504651; in the data active = potentiation above about 30%; note: 0% is about no effect
D2 PAM – positively modulates the human D2 dopamine receptor allosterically; P14416; HEK293 T-REx D2, calcium flux, EC20 dopamine potentiation; potentiation, % at 10 µM; 340,000 compounds, 0.34% hits;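 active = potentiation over 3 SD above the plate norm, cut at about 30% in these data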; note: 0% is about no effect
Target sequence (P14416 whole entry, looked up): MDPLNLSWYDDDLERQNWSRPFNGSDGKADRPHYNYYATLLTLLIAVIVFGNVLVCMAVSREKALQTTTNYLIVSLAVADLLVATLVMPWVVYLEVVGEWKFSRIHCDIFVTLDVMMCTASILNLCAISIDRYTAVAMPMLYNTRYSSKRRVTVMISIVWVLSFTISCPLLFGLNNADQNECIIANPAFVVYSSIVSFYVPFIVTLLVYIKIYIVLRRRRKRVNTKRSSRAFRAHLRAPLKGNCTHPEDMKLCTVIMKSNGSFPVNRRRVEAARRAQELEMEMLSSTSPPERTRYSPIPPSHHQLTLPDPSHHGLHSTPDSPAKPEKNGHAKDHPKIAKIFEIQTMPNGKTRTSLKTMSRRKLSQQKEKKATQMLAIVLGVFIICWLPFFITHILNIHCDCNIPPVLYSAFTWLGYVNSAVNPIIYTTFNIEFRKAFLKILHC
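Using a no-wash calcium dye in inducible, force-coupled HEK293 Trex cells expressing D2, we tracked fluorescence each second for 180 s after compound, then for 180 s after EC20 dopamine to detect augmented signalling.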
RXFP1 antagonist – blocks the human relaxin receptor RXFP1 | Q9HBX9 | HEK293-RXFP1, relaxin-stimulated cAMP HTRF, 30 min; active compounds read low | activity change, negative = inhibition, % at 57.5 µM | 350,000 compounds, 0.59% hits | AID 1259400;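 active = activity change of -60% or lower, but not beyond a set lower limit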; note: % is set by controls: 0 for no effect and ±100 for the full control effect
D2 agonist – agonists of human D2 dopamine receptor; activation, % at 2 µM; AID 485358; HEK293 T-REx D2 cells, calcium flux agonist mode; 340,000 compounds, 0.53% hits; P14416;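 active = activation over 3 SD above normal in the single-dose calcium agonist read, cut at about 30% in these data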; note: 0% is about no effect
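Agonism scored from kinetic calcium signal (1 read/sec, 180 s) following compound pin transfer, after a 10 s baseline. Cells: HEK293 Trex line expressing inducible D2 receptor coupled to calcium, dye-loaded after overnight culture at 30 C.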
TRHR enhancer – TRH receptor (human) allosteric enhancement; P34981; TRHR cells, fluo-8 calcium fluorescence, EC20 TRH enhancement; enhancement, % at 2 µM; 360,000 compounds, 0.66% hits; in the data active = enhancement above about 30%; note: 0% is about no effect
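Enhancer read-out: after compound pinning and an initial kinetic agonist-mode read, an EC20 of TRH (10 nM final) was injected and fluo-8 calcium signal (Ex 480/Em 530) followed at 1 s/cycle for 100 cycles in TRHR-expressing cells.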
RXFP1 agonist – agonists of human relaxin receptor RXFP1; Q9HBX9; AID 2676; 370,000 compounds, 0.3% hits; Potency, µM (top dose mostly 57.5 µM), inactives show top-dose activation, most hits filed as activators; HEK293T-RXFP1 cAMP TR-FRET, 30 min; response scale: percent of porcine relaxin response, buffer zero; active = well fitted activation curve with a large enough effect; note: potency is the fitted concentration of half-maximal effect; % is set by controls: 0 for no effect and ±100 for the full control effect; nearly all actives have a fitted effect of over 60% in size; many of its hits are not listed in these tables
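Agonist response is measured as cAMP accumulation in an RXFP1-transfected HEK293T line under PDE4 inhibition. Values are scaled between buffer-only and 29 nM porcine relaxin, and EC50s come from standard Hill equation fits.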
D2 antag – D2 dopamine receptor (human) antagonism. P14416. HEK293 TREx D2 cells, calcium flux, dopamine EC80. inhibition, % at 10 µM. 340,000 compounds, 2% hits; in the data active = inhibition above about 30%; note: 0% is about no effect
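Dopamine at EC80 is the agonist stimulus; test compounds precede it by 180 s. Calcium flux read kinetically in a force-coupled, inducible HEK293 T-REx D2 cell line.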
Starred values were filed as active, the others as inactive; . = no result given. The list is partial; rates above refer to the full screens.

SMILES	D1 ag	D1 antag	D1 PAM	D2 PAM	RXFP1 antagonist	D2 agonist	TRHR enhancer	RXFP1 agonist	D2 antag
COc1ccc(C2=Nn3c(nnc3-c3ccc(OC)cc3)SC2)cc1	6.2	1.3	-3.0	3.5	4.7	-1.1	12.8	15.6%	-3.9
CC(=O)Nc1ccc(NC(=O)CN2C(=O)CC(c3ccco3)Sc3ccccc32)cc1 (stereo not drawn)	1.6	1.6	-4.5	.	.	-0.5	0.4	2.1%	.
COc1cccc(C(=O)Nc2ccc3c(C)cc(=O)oc3c2)c1	-0.3	-14.4	1.2	3.6	5.4	.	-6.6	22.4%	.
Cc1ccc(S(=O)(=O)N2c3cc(C)ccc3OCC2C(C)(C)C)cc1 (stereo not drawn)	1.1	-15.3	4.0	-12.1	-8.8	-0.4	-8.8	0.5%	11.5
COc1ccc(-n2cc(C(=O)NCCc3cc(OC)ccc3OC)c3ccccc3c2=O)cc1	-2.2	0.6	-2.2	0.6	6.6	-0.1	13.2	-2.3%	.
Cn1c(N)c(C(=O)NCc2ccccc2Cl)sc1=S	3.4	1.3	10.2	-6.1	-1.6	-0.9	1.7	0.8%	52.9*
O=C(CCCN=C1NS(=O)(=O)c2ccccc21)OCC(=O)c1ccccc1	17.1	-30.1*	-4.2	-10.1	4.9	1.5	1.9	0.7%	-36.0
Cc1ccc(NC(=O)[C@H](C)NC(=O)C2CCN(C(=O)[C@H](CC(C)C)NC(=O)OC(C)(C)C)CC2)cc1	2.8	-6.1	-3.2	2.5	5.9	-0.6	-2.6	0.6%	-0.5
COc1ccc([N+](=O)[O-])cc1NC(=O)C1CCCO1 (stereo not drawn)	2.5	3.9	0.0	-1.7	15.9	-0.2	3.3	-0.2%	-1.9
CN1/C(=C/C(=O)C2CCC2)Sc2ccccc21	8.2	3.9	2.9	-2.8	-18.2	-0.5	-0.8	-0.1%	1.5
Cn1c2ccc(F)cc2c2ncn(Cc3ccco3)c(=O)c21	4.1	-5.5	0.1	1.8	7.3	0.7	4.7	0.5%	-11.5
COC(=O)C1=C(C)N(CCc2ccc(OC)c(OC)c2)C(=O)C1	1.4	2.3	3.2	-3.2	-10.1	-0.1	0.5	0.5%	-8.0
O=S(=O)(c1ccc(N2CCCCCC2)nc1)N1CCCC1	4.6	6.5	-11.2	-3.1	0.6	0.4	2.7	1.0%	1.8
O=C1OC(Nc2ccc(F)cc2F)c2ccccc21 (stereo not drawn)	1.5	3.3	-2.5	-2.0	2.3	0.7	6.2	0.6%	6.5
COc1cccc(NC(=O)CN2C(=O)NC(CCc3ccccc3)C2=O)c1 (stereo not drawn)	1.9	1.8	.	5.8	0.6	1.1	7.1	-0.2%	-17.6
CCOc1cc(CNCc2cccs2)cc(Br)c1OCC	0.7	-2.1	1.0	-23.9	-14.9	0.1	10.3	1.6%	-32.9
Cc1ccc(CN2CCSc3ccc(C(=O)Nc4ccc(C)cc4)cc32)cc1	2.3	6.0	-2.0	0.7	-11.3	.	-1.5	1.1%	.
Cc1ccc(CN2CCNC(=O)C2CC(=O)NC2CCCCCC2)cc1 (stereo not drawn)	2.9	-15.2	-5.8	13.4	-3.7	-0.7	6.1	-1.9%	-14.7
COc1cc(OC)c(C(=O)NCc2ccc3c(c2)OCO3)cc1OC	1.5	-2.7	-1.1	1.3	-9.5	0.2	-0.4	0.2%	-8.6
Cc1cc2nnc(SCC(=O)NCc3cccs3)n2c(N)n1	2.4	2.4	-2.7	0.0	-1.0	-0.2	-1.2	4.8%	8.1
Cc1ccc2c(c1)cc(C(=O)N1CCN(c3ccccn3)CC1)n2C	1.6	-4.2	-0.6	10.9	-2.9	-0.1	3.0	10.5%	14.3
Cc1ccc(C)c(N2CCN(C(=O)CN3C(=O)COc4ccc(S(=O)(=O)N5CCCCCC5)cc43)CC2)c1	4.7	-0.7	4.3	3.8	.	-1.1	-2.1	4.4%	.
COc1ccc(/C=C/C(=O)NC(=S)NNC(=O)[C@H]2C[C@@H]2c2ccccc2)cc1OC	3.1	-2.7	-6.6	15.6	-11.0	0.9	-2.0	-1.8%	-2.7
COc1ccc(-c2[nH]c3ccccc3c2SCCNC(=O)c2cc(OC)c(OC)c(OC)c2)cc1	1.9	3.1	-0.7	-15.3	-14.9	-1.2	-1.6	-3.4%	.
O=C(CSC1=NCCS1)NC(NC(=O)CSC1=NCCS1)c1ccccc1	0.8	4.3	-0.3	-1.5	10.8	0.5	-4.6	-0.5%	-3.7
The list goes on.
SMILES	D1 ag	D1 antag	D1 PAM	D2 PAM	RXFP1 antagonist	D2 agonist	TRHR enhancer	RXFP1 agonist	D2 antag
Cc1cccc(Sc2c([N+](=O)[O-])ncn2C)n1	0.5	-4.0	-1.8	0.2	-1.9	0.3	0.8	3.6%	-7.5
CN1Cc2c(N3CCOCC3)nc3sc(C(=O)c4ccc(Br)cc4)c(N)c3c2CC1(C)C	33.9*	-48.7*	-12.1	-10.7	-16.0	2.8	-3.0	0.4%	0.7
CC(C)N(Cc1ccccc1)C(=O)COC(=O)c1ccc2c(c1)OCCO2	-0.5	-14.4	10.8	6.8	6.9	0.7	-2.5	0.1%	6.4
CCN(CC)S(=O)(=O)c1ccc(OC)c(NC(=O)c2cn(CC)c3nc(C)ccc3c2=O)c1	-0.4	0.2	-6.9	-3.6	-3.2	0.3	-5.1	0.1%	-5.2
O=S(=O)(c1ccc2nc(COc3ccc(Cl)cc3Cl)[nH]c2c1)N1CCOCC1	1.9	-1.6	-1.9	0.8	-11.8	0.3	-9.1	0.4%	38.3*
CCc1ccccc1NC(=O)c1cc(S(=O)(=O)N2CCc3ccccc32)cn1C	2.6	-9.9	-5.5	8.6	0.8	0.7	-3.1	0.1%	27.3
CC(=O)c1ccc(N2CCN(C(=O)C3CCN(S(=O)(=O)c4cccc5nonc45)CC3)CC2)cc1	8.5	-19.4	-3.1	5.8	-16.2	.	0.8	0.5%	.
CCSc1nc2c(c(=O)[nH]c(=O)n2C)n1C/C=C(/C)Cl	0.2	2.2	0.6	48.4*	9.5	0.4	1.0	0.9%	3.4
CN(CC(=O)Nc1ccc(F)cc1)C(=O)c1ccc(OCc2ccccc2)cc1	17.8	-26.5	-0.8	1.0	-11.9	1.1	2.5	-1.3%	-12.0
COc1ccc(NC(=O)C/C(C)=N/NC(=O)CCc2ccccc2)c(OC)c1	-0.5	8.7	-2.0	-5.5	1.9	-0.1	8.1	-0.4%	39.9*
Cn1c(=O)[nH]c(=O)c2c1nc(SCCC(=O)O)n2Cc1cccc(Br)c1	1.5	-2.0	3.9	1.6	-9.0	0.3	-2.1	0.8%	8.3
O=C(OCc1cccc([N+](=O)[O-])c1)c1cc2ccccc2oc1=O	0.2	-5.8	17.6	.	-10.8	.	-3.9	7.3%	.
COc1ccc(C)cc1S(=O)(=O)N(C)CC(=O)N1CCCC1	3.1	0.5	-15.7	8.4	-3.7	0.5	0.1	1.1%	9.7
CCc1ccc2oc(C(=O)N3CCN(C)CC3)cc(=O)c2c1	0.4	2.3	-1.1	-4.1	-8.8	0.8	23.5	0.6%	5.6
CC(C)c1ccc(NC(=O)c2cc([N+](=O)[O-])ccc2N2CCOCC2)cc1	0.8	9.0	-3.6	4.5	-3.0	0.1	-7.8	2.3%	-16.4
O=C(COc1ccc(Cl)cc1)N(Cc1ccccc1)c1ccccn1	2.2	13.1	-1.1	0.3	0.3	0.2	0.9	-2.4%	-0.8
Cc1ccc(C)c(NC(=O)Nc2ccc3c(c2)OCO3)c1	1.3	-4.9	-3.9	-14.3	1.1	0.4	1.0	0.0%	-11.3
CC(=O)NCCc1nc2cc(NC(=O)c3ccc(F)cc3)ccc2n1C	3.0	-0.6	2.2	-3.0	8.0	0.6	0.9	0.7%	-4.2
CC(=O)c1c(C)[nH]c(C(=O)COc2ccc3ccc(=O)oc3c2)c1C	2.3	-10.6	0.9	5.4	-2.0	-0.1	5.7	-0.5%	0.0
CN(CC(=O)OCC(N)=O)S(=O)(=O)c1ccc(Cl)cc1	1.5	-28.1	-8.7	-1.9	5.4	-2.5	14.5	-1.3%	2.4
CCN(CC)c1ccc(NC(=O)c2cnccn2)cc1S(=O)(=O)Nc1ccc(OC)cc1	0.3	3.6	-1.8	9.3	-10.8	0.2	-2.8	-1.7%	-6.8
Cc1ccc(C)c(OCC(=O)Nn2c(C)nc3ccccc3c2=O)c1	3.7	-7.7	-4.8	-1.4	-14.4	-0.1	-8.3	-1.6%	7.3
Cc1ccc(S(=O)(=O)N2CCN(C(=O)c3ccccc3OCc3c(C)noc3C)CC2)cc1C	3.1	2.6	-1.6	20.6	12.0	-0.5	-0.1	0.2%	9.3
COc1cccc(NC(=O)c2csnn2)c1	-1.9	4.3	0.5	8.1	0.3	.	1.8	-2.0%	.
Cc1cccc(N2CCN(C(=O)c3cc(COc4ccc(F)c(F)c4)on3)CC2)n1	3.3	2.8	-1.6	8.2	-5.2	0.2	10.5	0.9%	4.7
N#Cc1c2n(c(=O)[nH]c1=O)CCCCC2	1.5	0.9	-2.4	5.2	4.0	-0.2	-2.8	1.1%	6.0

Of the compounds above, six contain an NH in an aromatic ring:
SMILES	D1 ag	D1 antag	D1 PAM	D2 PAM	RXFP1 antagonist	D2 agonist	TRHR enhancer	RXFP1 agonist	D2 antag
COc1ccc(-c2[nH]c3ccccc3c2SCCNC(=O)c2cc(OC)c(OC)c(OC)c2)cc1	1.9	3.1	-0.7	-15.3	-14.9	-1.2	-1.6	-3.4%	.
O=S(=O)(c1ccc2nc(COc3ccc(Cl)cc3Cl)[nH]c2c1)N1CCOCC1	1.9	-1.6	-1.9	0.8	-11.8	0.3	-9.1	0.4%	38.3*
CCSc1nc2c(c(=O)[nH]c(=O)n2C)n1C/C=C(/C)Cl	0.2	2.2	0.6	48.4*	9.5	0.4	1.0	0.9%	3.4
Cn1c(=O)[nH]c(=O)c2c1nc(SCCC(=O)O)n2Cc1cccc(Br)c1	1.5	-2.0	3.9	1.6	-9.0	0.3	-2.1	0.8%	8.3
CC(=O)c1c(C)[nH]c(C(=O)COc2ccc3ccc(=O)oc3c2)c1C	2.3	-10.6	0.9	5.4	-2.0	-0.1	5.7	-0.5%	0.0
N#Cc1c2n(c(=O)[nH]c1=O)CCCCC2	1.5	0.9	-2.4	5.2	4.0	-0.2	-2.8	1.1%	6.0
